# Screening results deposited in PubChem by several laboratories.
# phage Ecoli inh – E. coli growth loss with phage present; growth absorbance; inhibition, % at 11.9 µM; 360,000 compounds, 0.26% hits; AID 651602; in the data active = inhibition above about 11%
# Ecoli viability – reduces bacterial viability in AddAB counter-screen; E. coli V3065 growth, OD600 absorbance, 18 h; inhibition, % at 11.9 µM; 330,000 compounds, 0.27% hits;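 active = inhibition above the campaign's mean inhibition across all tested compounds plus 3 SD, cut at about 9.9% in these data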;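 also: uninfected addAB+ strain grown without phage in ampicillin broth; 0% = DMSO wells and 100% = ciprofloxacin 0.95 µg/ml wells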
# PKA-R1A activ – activates the PKA-R1A holoenzyme complex | P00514+P68181 | PKA-R1A dissociation, Cy5-IP20 fluorescence polarization; scaled: DMSO 0%, 113 µM cGMP 100% | activation, % at 11.4 µM | 340,000 compounds, 0.083% hits;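 active = percent activation above the mean of all tested compounds plus 3 SD, cut at about 19% in these data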;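 also: higher means more PKAc released from R1A so a rise in polarization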
# OPRM1-OPRD1 inv – inverse agonists of human mu-delta opioid receptor heterodimerization; P35372+P41143; cell-based MOR-DOR heterodimer luminescence, inverse agonism; inhibition, % at 9.3 µM; 340,000 compounds, 0.21% hits; AID 504357; in the data active = inhibition above about 22%, passing the limit was not always enough;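 also: 0% = cells with DMSO and 100% = wells without cells with DMSO; values of inactives mirror those of a sister screen read the other way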
# MOR-DOR ag – OPRM1-OPRD1 heterodimerization agonism | P35372+P41143 | cells, luminescence | activation, % at 9.3 µM | 340,000 compounds, 0.3% hits | AID 504326; in the data active = activation above about 18%;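 also: 0% = vehicle-treated cells and 100% = reference agonist; values of inactives mirror those of a sister screen read the other way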
# DSG3 Ab inh – human desmoglein-3 autoantibody binding inhibition | P32926 | DSG3-coupled beads, scFv-anti-DSG3-GFP binding, flow cytometry; hits give low values | binding (percent of control), % at 10 µM | 310,000 compounds, 0.48% hits;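 active = binding more than 3 SD below its plate's average and above zero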;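 also: hits lower antibody fragment binding to DSG3; some compounds called inactive have numbers as strong as hits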
# Target sequence (P32926 whole entry, looked up, the tested form may be a part): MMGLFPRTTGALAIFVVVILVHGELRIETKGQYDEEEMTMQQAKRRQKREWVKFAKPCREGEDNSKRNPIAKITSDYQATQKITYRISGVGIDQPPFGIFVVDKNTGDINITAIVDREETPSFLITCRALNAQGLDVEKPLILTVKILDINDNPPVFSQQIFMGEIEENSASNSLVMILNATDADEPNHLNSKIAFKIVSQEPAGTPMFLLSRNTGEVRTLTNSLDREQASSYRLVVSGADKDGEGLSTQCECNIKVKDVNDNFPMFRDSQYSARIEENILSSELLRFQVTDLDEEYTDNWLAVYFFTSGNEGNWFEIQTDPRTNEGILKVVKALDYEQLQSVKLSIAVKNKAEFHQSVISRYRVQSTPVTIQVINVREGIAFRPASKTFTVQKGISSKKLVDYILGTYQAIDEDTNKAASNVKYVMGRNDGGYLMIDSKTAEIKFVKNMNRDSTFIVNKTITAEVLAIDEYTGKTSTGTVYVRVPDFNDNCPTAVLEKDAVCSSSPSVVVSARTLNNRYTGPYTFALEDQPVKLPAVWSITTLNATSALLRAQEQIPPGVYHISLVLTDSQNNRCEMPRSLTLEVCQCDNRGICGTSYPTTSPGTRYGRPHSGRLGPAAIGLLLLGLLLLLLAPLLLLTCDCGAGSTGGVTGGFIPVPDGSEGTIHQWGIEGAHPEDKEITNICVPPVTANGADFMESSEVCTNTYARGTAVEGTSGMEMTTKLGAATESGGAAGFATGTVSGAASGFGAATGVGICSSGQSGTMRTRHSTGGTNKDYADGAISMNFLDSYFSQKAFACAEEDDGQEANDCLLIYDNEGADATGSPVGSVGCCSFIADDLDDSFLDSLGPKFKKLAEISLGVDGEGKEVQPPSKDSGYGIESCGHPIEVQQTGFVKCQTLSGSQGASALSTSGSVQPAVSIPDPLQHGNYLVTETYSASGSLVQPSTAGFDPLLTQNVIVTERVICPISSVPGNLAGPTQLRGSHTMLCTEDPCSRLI
# Tat export inh – blocks Tat-dependent protein export in E. coli; E. coli MC4100 TorA-mCherry Tat export, fluorescence; inhibition, % at 10 µM; 340,000 compounds, 0.036% hits;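 active = mean replicate inhibition at least 50% and at least half of replicates individually reaching 50%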;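 also: exported cargo escapes ClpAP degradation while cytoplasmic cargo is degraded and loses fluorescence; 0% = median of neutral control wells and 100% = median of NaSCN control wells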
# PfHsp90 yeast 2 – reduces growth (ATP signal) of yeast expressing P. falciparum Hsp90 | S. cerevisiae expressing PfHsp90, BacTiter-Glo ATP, 48 h; yeast lacking PDR1 and PDR3 efflux regulators | inhibition, % at 9.4 µM | 310,000 compounds, 0.32% hits;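 active = every replicate shows inhibition above about 80%, whatever the replicate mean, limit read from the data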;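 also: 0% = DMSO neutral controls and 100% = 20 µM radicicol positive controls; yeast relying on Plasmodium falciparum Hsp90 in place of its own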
# Mot1-301 SUMO – SUMOylation pathway inhibition by Mot1-301 growth rescue. growth rescue, % at 18.8 µM. S. cerevisiae Mot1-301 growth rescue, ATP luminescence, 38.5C; percent above DMSO median, 100 means doubled. AID 2716. 320,000 compounds, 1% hits;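 active = every valid replicate shows activation above 250% relative to neutral control wells; inactive = the rest, any valid replicate at or below 250%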;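 also: OY570 slx delta 5 strain wells were the positive control but not used for scaling; some compounds called inactive have numbers as strong as hits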
# AddAB inh – less growth of phage-infected E. coli with AddAB | E. coli expressing H. pylori AddAB, absorbance growth | 330,000 compounds, 0.29% hits | inhibition, % at 11.9 µM; in the data active = inhibition above about 12%;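 also: 0% = vehicle wells of infected cells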
# Arr AP2 block – inhibitors of human beta-arrestin and AP2 interaction; 340,000 compounds, 0.31% hits; inhibition, % at 10 µM; AID 504490; FITC-arrestin peptide / GST-AP2 beads, flow cytometry; AP2 beta2 appendage carries R879A mutation;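 active = inhibition above a set limit, near 3 SD of compounds lacking own fluorescence, cut at about 54% in these data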;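 also: plate controls were DMSO wells for no effect and 5 µM unlabelled arrestin peptide for full effect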
#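 Measured by: flow cytometry, FL1 (488/535 nm); Material: AP2 appendage R879A on GSH beads; Evaluation: percent response; Timing: pre-incubation 12 min, peptide binding 1 h, room temperature; Also added: 50 nM FITC-arrestin peptide; Medium: PBS with 0.05% Tween 20 and 0.1% BSA.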
# An asterisk follows results filed as active; / = no result given. Compounds as they come (roughly 2.8% active in at least one column).
SMILES	phage Ecoli inh	Ecoli viability	PKA-R1A activ	OPRM1-OPRD1 inv	MOR-DOR ag	DSG3 Ab inh	Tat export inh	PfHsp90 yeast 2	Mot1-301 SUMO	AddAB inh	Arr AP2 block
CCC(C)[C@H](NC(=O)Nc1ccccc1F)C(=O)O (stereo partly specified)	-0.1	0.3	-5	9	-1.7	96	1	-12	75	0.5	14
CCC(=O)N1CCN(c2nc3ccc(Br)cc3s2)CC1	2.9	-0.2	-3	7	-1.3	103	-3	26	-12	0.3	-12
COc1ccc(OC)c(-c2csc(NC(=O)CN3C(=O)NC4(CCCC4)C3=O)n2)c1	6.8	-0.9	2	4	-0.7	103	-4	-11	401	0.3	68*
CCc1ccc2[nH]c(=O)c(Cc3ccccc3)c(O)c2c1	-0.1	3.4	-4	18	-3.2	110	5	-2	-1	1.5	43
Cc1nn(C(C)C)c(C)c1CN1CCCC(C(=O)c2cccc(OC(C)C)c2)C1 (stereo unspecified)	1.8	-1.1	3	-25	3.4	96	8	8	1	-0.3	6
COc1ccc(CNC(=O)Cc2c[nH]c3ccccc23)cc1OC	1.4	-0.5	-10	10	-2.0	105	5	-16	150	1.8	-26
Cc1ccc(C)c(NC(=O)CN(C)C(=O)COc2ccc3ccccc3c2)c1	3.8	1.1	3	12	-2.3	90	-15	/	10	2.2	-1
CCOC(=O)c1sc(NC(=O)CSc2n[nH]c(CC(C)C)n2)nc1C	1.2	-1.9	-2	-5	1.0	94	-1	-13	5	-0.4	20
CCN(C(=O)CSc1nnc(CNc2cccc(OC)c2)n1C1CCCCC1)C1CCS(=O)(=O)C1 (stereo unspecified)	2.7	1.8	-5	0	0.1	103	0	5	-20	2.1	-1
CCOC(=O)C1CCCN(C(=O)Cn2ncc3c(=O)oc4ccc(C)cc4c32)C1 (stereo unspecified)	/	/	-15	10	-1.8	103	6	8	/	/	17
COCc1cc(CN2CCCC(CNC(=O)c3ccc(F)cc3)C2)ccc1OC (stereo unspecified)	4.0	-0.7	0	6	-1.2	102	-3	-19	-6	-0.9	-3
O=C(O)c1ccc(-n2nnnc2SCc2ccccc2)cc1	3.4	-2.7	1	10	-2.0	94	2	/	-9	-2.1	2
Cc1ccnc(Sc2ncccc2[N+](=O)[O-])n1	0.5	0.1	4	-12	2.2	100	-2	10	157	0.9	11
CC(=O)c1cn(CC(=O)NCc2ccco2)c2ccccc12	4.3	0.8	-7	1	-0.2	100	2	11	-22	2.4	2
CCOc1ccc(C2c3[nH]c4ccccc4c3CCN2Cc2cn(CC)nc2C)cc1 (stereo unspecified)	2.0	-4.3	-8	-5	0.7	96	-5	10	10	3.6	22
CCOC(=O)c1c(S(=O)(=O)NCCc2cccs2)c(C)n(C)c1C	2.6	-0.4	-5	15	-2.9	/	-4	-2	-13	3.4	24
COCCN(C(=O)CCSc1ccc(F)cc1)c1c(N)n(Cc2ccccc2)c(=O)[nH]c1=O	-1.0	3.0	9	3	-0.6	103	-3	-9	1	1.5	42
CC1=C(/C=C/C(C)=C/C=C/C(C)=C/CO)C(C)(C)CCC1	0.9	-1.8	5	5	-0.9	99	11	-13	8	3.2	2
NC(=O)c1cnn2c(C(F)(F)F)cc(-c3ccccc3)nc12	2.8	-2.6	4	-11	2.4	/	-7	-3	-14	0.8	10
CCSc1nnc(NC(=O)CSc2nccn2-c2cccc(C)c2)s1	1.0	-2.6	4	5	-0.9	97	4	-21	3	0.2	1
CCC1CCCCN1CCCNC(=O)C1CCN(S(=O)(=O)N2CCCCC2)CC1 (stereo unspecified)	2.0	-0.4	-7	-2	0.4	92	0	-5	1	3.7	-1
COc1ccc(S(=O)(=O)N2CCOCC2)cc1C(=O)NCc1c(C)nn(Cc2ccccc2)c1C	2.3	/	-3	2	-0.5	134	-6	-6	/	/	-13
CC[C@]12c3[nH]c4ccc(Cl)cc4c3CCN1C(=O)[C@@H](CC(=O)NCCCOC)C[C@@H]2C(=O)N1CCN(C(=O)c2ccco2)CC1	2.7	-1.1	-7	0	0.0	102	-10	1	/	-2.0	11
Cc1cc2ncn(-c3ncnc4sc5c(c34)CCC(C)C5)c2cc1C (stereo unspecified)	2.8	1.2	2	-1	0.2	107	10	-50	0	2.3	-3
Cc1cccc(C(=O)C2CCN(S(=O)(=O)c3cccc(C(=O)O)c3)CC2)c1	1.8	/	2	7	-1.1	97	-1	11	/	/	-1
COc1ccc(C2C(C(=O)N3CC(C)CC(C)C3)c3ccccc3C(=O)N2C)cc1 (stereo unspecified)	3.6	-0.6	2	-7	1.1	102	-11	-13	-16	-0.6	28
CC1CC(=O)Nc2ccc([N+](=O)[O-])cc2N1C (stereo unspecified)	1.7	1.7	-5	10	-1.9	106	5	-6	3	4.0	13
COc1ccc(N2C(=O)C3C4c5ccccc5C(C=Nc5ccc(C)cc5C)(c5ccccc54)C3C2=O)cc1 (stereo unspecified)	-1.2	2.7	1	13	-2.1	/	-1	-30	14	4.1	-3
CSc1nsc(SC)c1NC(=O)N1CCCC1	2.9	0.9	2	16	-3.2	91	-5	/	42	-0.2	30
Cc1c(C(=O)OCC(=O)Nc2cccc(S(N)(=O)=O)c2)oc2c1ccc1ccccc12	1.4	-1.2	0	-22	4.4	97	1	-15	7	-0.7	7
O=C(CSc1nncs1)Nc1nccs1	3.0	2.0	-4	9	-1.4	94	1	-2	3	0.3	21
Cc1cc(Cl)c(S(=O)(=O)N2CCCCCC2)cc1OCC(N)=O	2.1	-0.6	1	7	-1.2	104	3	-41	854	-0.2	-7
CCN(CC)C(=O)CSc1nnc(-c2ccccn2)n1Cc1ccccc1	-1.9	-0.9	4	22	-4.2	100	-3	2	-10	-0.6	31
CCOC(=O)N1CCC(N2Cc3cccc(C(=O)O)c3C2=O)CC1	2.4	4.1	8	11	-1.8	103	-6	-59	2	-0.8	-2
Cc1cc(C)cc(NC(=O)CSc2nnc(-c3ccc(S(=O)(=O)N4CCCC4)cc3)o2)c1	4.8	0.5	-11	15	-2.8	103	-8	-3	4	1.3	2
O=C(COC(=O)c1cc(S(=O)(=O)N2CCOCC2)ccc1O)Nc1ccc2c(c1)OCO2	1.4	-1.0	-7	9	-2.1	99	3	-6	6	-0.7	-1
Cc1ccc(C(=O)OCC(=O)Nc2ccc(C(N)=O)cc2)s1	1.2	-0.9	9	-2	0.5	104	-1	/	-5	1.1	-1
O=C(NCC1CCCO1)C1CCCN(S(=O)(=O)c2ccc(Br)cc2)C1 (stereo unspecified)	2.4	1.8	-4	15	-2.7	101	4	7	-25	2.3	-8
COc1cc(S(=O)(=O)N2CCOCC2)ccc1NC(=O)COC(=O)c1ccc(Cl)nc1	0.9	1.7	-10	13	-3.3	/	-3	-154	7	-0.7	-7
COC(=O)c1ccc(NC(=O)CN2CCN(CCO)CC2)cc1	1.2	-1.9	-7	16	-3.4	97	6	-2	-1	2.4	11
NC(=O)c1cc[n+](Cc2ccc([N+](=O)[O-])cc2)cc1	-0.5	0.8	6	3	-0.7	118	1	-4	-21	2.4	6
Cc1ccc2c(c1)C(c1ccc(F)cc1)N(C(=O)c1ccc(S(=O)(=O)N(C)C)cc1)CC(=O)N2 (stereo unspecified)	0.4	-0.1	0	7	-1.3	83	6	-14	1	0.0	31
c1ccc2c(c1)ncn2CCOCCOCCn1cnc2ccccc21	0.3	-1.7	2	8	-1.4	106	11	-11	-5	-0.8	-66
CCc1ccc2[nH]c(C(=O)Nc3ccc(C)c(F)c3)cc2c1	-1.0	/	-2	7	-1.2	95	-4	-4	-1	/	2
CC(C)C1Nc2ccc(C(=O)NCCCN3CCOCC3)cc2NC1=O (stereo unspecified)	/	-1.8	8	0	0.1	103	-6	-11	15	2.8	0
COCCNC(=S)NN(c1ccccc1)c1ccccc1	-0.8	-0.5	5	8	-1.5	107	1	5	0	-1.8	29
O=C(Nc1cc(F)ccc1F)c1cccc(-n2cnnn2)c1	3.1	0.0	-7	12	-2.3	99	-6	-3	3	0.3	17
Cc1ccc(/C=C/C(=O)O)cc1S(=O)(=O)NCc1ccco1	4.0	0.3	4	19	-3.9	104	-5	22	-8	0.5	-7
CC(=O)Nc1ccc(S(=O)(=O)C(C#N)c2nc3ccccc3nc2NCCCO)cc1 (stereo unspecified)	-0.9	1.1	-3	-67	13	90	-5	17	0	3.1	24
C=C(C)n1c(=O)[nH]c2ccccc21	4.3	0.2	-4	3	-0.6	99	-4	12	/	-0.4	23
CCOC(=O)Cn1c(=O)oc2cc(S(=O)(=O)NC3CCCCC3)ccc21	/	-0.1	-3	1	-0.1	98	3	-15	11	0.6	-1
CCc1nnc(NC(=O)CSc2ncnc3c2cnn3-c2ccc(OC)cc2)s1	-0.8	-1.1	4	3	-0.5	99	-5	-20	141	2.1	2
CCCCCC(=O)N(O)C1CC(=O)N(c2ccccc2)C1=O (stereo unspecified)	2.6	2.8	3	-7	1.2	96	-2	105*	130	3.5	5
C=CCC1(N(C(C)=O)c2ccccc2C)CCCCC1	2.5	-0.5	-7	-51	10	109	-4	-3	3	2.0	1
OC(CNC1CCCCC1)CNC1CCCCC1	4.0	0.2	-6	9	-1.4	104	4	18	-18	3.0	3
CC(c1nccs1)N(C)C(=O)CCc1nnc(Cc2c[nH]c3ccccc23)o1 (stereo unspecified)	-1.4	1.4	-2	19	-3.6	87	-3	14	-5	1.6	10

# Going on with the list:
SMILES	phage Ecoli inh	Ecoli viability	PKA-R1A activ	OPRM1-OPRD1 inv	MOR-DOR ag	DSG3 Ab inh	Tat export inh	PfHsp90 yeast 2	Mot1-301 SUMO	AddAB inh	Arr AP2 block
CCCC[C@@H]1CNCCN1CCc1cc(C(F)(F)F)cc(C(F)(F)F)c1	6.4	1.4	-3	-40	7.0	113	7	0	-30	1.8	-5
COC(=O)[C@]1(C)N[C@H](CN(C)C(=O)c2ccccc2)[C@@H]2C(=O)N(Cc3ccccc3)C(=O)[C@@H]21	3.2	-2.1	-5	12	-2.5	96	-1	10	/	2.0	-3
O=C(N/N=C/c1cccnc1)C1CC1(c1ccccc1)c1ccccc1 (stereo unspecified)	5.3	2.7	-9	7	-1.3	105	15	-13	8	3.6	7
COc1ccc(OCC(=O)Nc2ccc(Cl)cc2)cc1	2.9	0.6	0	9	-1.7	97	0	-6	-11	2.9	15
CC(Oc1ccc(F)cc1)C(=O)Nc1ccc(S(=O)(=O)NC2=NCCCCC2)cc1 (stereo unspecified)	2.4	-1.4	6	14	-3.6	105	2	4	10	0.3	-15
CCCNC(=O)CSc1nnc(-c2ccc(F)cc2)o1	3.4	0.6	-6	17	-3.1	105	-7	-2	-18	1.1	11
